Giardia kill: Small Molecules that selectively kill Giardia lamblia: qHTS. Giardia lamblia trophozoite viability. activity change, % at 7.66 µM, hits read low. hit rate 0.15% among 340,000. AID 540267, 2011; in the data active = activity change below about -80%; inconclusive = between about -30% and that limit;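 note: parasites exposed to compound for two days anaerobically before the ATP read; % is set by controls: 0 for no effect and ±100 for the full control effect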
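Killing of trophozoites was scored by loss of ATP luminescence after a 48 hrs anaerobic exposure to compounds at 37 deg C, using 100 cells per well.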
GALK inhibitor: qHTS Assay for Inhibitors of Human Galactokinase (GALK); Purified GALK, Kinase-Glo residual ATP luminescence; hit rate 0.007% among 270,000; Potency, µM (series often up to 57.5 µM), for inactives: at the top dose activity change, negative = inhibition, usual class: inhibitors; P51570; AID 1868, 2009; note: potency is the fitted concentration of half-maximal effect; % is set by controls: 0 for no effect and ±100 for the full control effect
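Galactose (100 uM) and ATP (35 uM) were turned over by 5 nM GALK for 1 h at RT. Kinase-Glo Plus then converted the remaining ATP into a luminescent signal.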
Coupling enz: qHTS Assay for Inhibitors of Fructose-1,6-bisphosphate Aldolase from Giardia Lamblia: Coupling assay counterscreen; hit rate 0.67% among 290,000; activity change, negative = inhibition, % at 58.2 µM, hits read low; AID 2472, 2010; coupling enzyme system counterscreen, AmpLite Red fluorescence; in the data active = activity change below about -30%; note: % is set by controls: 0 for no effect and ±100 for the full control effect
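Coupling enzymes only (glyceraldehyde-3-phosphate) + compound, at 57.5 uM final, 10 min RT; add substrate/coupling/AmpLite Red mix, 20 min RT; fluorescence ex 525/em 598 nm. Actives flag coupling-system interference.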
Menin MLL FP TR: qHTS Assay for Inhibitors Targeting the Menin-MLL Interaction in MLL Related Leukemias: Competition With Texas Red Labeled MLL-derived Mutant Peptide; O00255; Menin + Texas Red MLL mutant peptide, fluorescence polarization; Potency, µM (top dose mostly 61.6 µM), for the others: at the top dose FP activity change, negative = inhibition, usual class: inhibitors; hit rate 0.23% among 270,000; AID 1768, 2009; active = well fitted inhibition curve with a large enough effect in the polarisation, with a control signal flat, not every such curve was filed as active; inconclusive = small, poorly fitted or top-dose-only effect, or effect the other way, or a change in a side signal; inactive = no such curve, though single readings can be large or run the other way; the % refers to the polarisation; note: potency is the fitted concentration of half-maximal effect; % of control where 0% means no effect; many of its hits are not listed in these tables
Tb PFK block: qHTS Assay to Find Inhibitors of T. brucei phosphofructokinase; ATP-dependent 6-phosphofructokinase (Trypanosoma brucei brucei), O15648; T. brucei PFK, ADP-Glo luminescence; Potency, µM (highest dose often 57.5 µM), inactives show top-dose activity, negative = inhibition, usual class: inhibitors; hit rate 0.17% among 330,000; AID 485367, 2010;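 note: potency is the fitted concentration of half-maximal effect; 0% = uninhibited 1x PFK enzyme wells and -100% = no-enzyme wells; nearly all actives have a fitted effect of over 60% in size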
Target sequence (O15648 whole entry, looked up): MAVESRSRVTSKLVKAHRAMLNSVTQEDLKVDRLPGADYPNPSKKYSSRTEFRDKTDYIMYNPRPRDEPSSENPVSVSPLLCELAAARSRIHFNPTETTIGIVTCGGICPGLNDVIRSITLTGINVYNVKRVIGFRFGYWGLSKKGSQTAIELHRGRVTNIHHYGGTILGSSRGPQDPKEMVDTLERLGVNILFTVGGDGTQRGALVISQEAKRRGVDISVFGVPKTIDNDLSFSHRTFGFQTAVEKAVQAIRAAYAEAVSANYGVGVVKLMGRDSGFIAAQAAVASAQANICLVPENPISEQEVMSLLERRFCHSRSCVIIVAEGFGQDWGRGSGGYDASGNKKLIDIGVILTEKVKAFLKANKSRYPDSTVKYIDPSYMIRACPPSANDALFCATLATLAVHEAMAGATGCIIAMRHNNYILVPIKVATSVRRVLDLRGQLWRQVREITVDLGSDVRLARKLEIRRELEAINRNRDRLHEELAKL
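ADP-Glo luminescence quantified ADP after 45 min at room temperature, with 1.25 nM T. brucei PFK, 0.1 mM ATP and 0.5 mM fructose-6-phosphate in pH 8.0 TEA buffer. qHTS titrations up to 57 µM; curves classified by quality.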
PKM2 activator: qHTS Assay for Activators of Human Muscle isoform 2 Pyruvate Kinase; Pyruvate kinase PKM (Homo sapiens), P14618; purified PKM2, Kinase-Glo ATP luminescence, activation; response scale: 0% is enzyme alone, no compound; Potency, µM (highest dose often 57.5 µM), inactives show top-dose activation, most hits filed as activators; hit rate 0.34% among 260,000; AID 1631, 2009; note: potency is the fitted concentration of half-maximal effect; % is set by controls: 0 for no effect and ±100 for the full control effect; nearly all actives have a fitted effect of over 55% in size
Target sequence (P14618 whole entry, looked up, canonical isoform): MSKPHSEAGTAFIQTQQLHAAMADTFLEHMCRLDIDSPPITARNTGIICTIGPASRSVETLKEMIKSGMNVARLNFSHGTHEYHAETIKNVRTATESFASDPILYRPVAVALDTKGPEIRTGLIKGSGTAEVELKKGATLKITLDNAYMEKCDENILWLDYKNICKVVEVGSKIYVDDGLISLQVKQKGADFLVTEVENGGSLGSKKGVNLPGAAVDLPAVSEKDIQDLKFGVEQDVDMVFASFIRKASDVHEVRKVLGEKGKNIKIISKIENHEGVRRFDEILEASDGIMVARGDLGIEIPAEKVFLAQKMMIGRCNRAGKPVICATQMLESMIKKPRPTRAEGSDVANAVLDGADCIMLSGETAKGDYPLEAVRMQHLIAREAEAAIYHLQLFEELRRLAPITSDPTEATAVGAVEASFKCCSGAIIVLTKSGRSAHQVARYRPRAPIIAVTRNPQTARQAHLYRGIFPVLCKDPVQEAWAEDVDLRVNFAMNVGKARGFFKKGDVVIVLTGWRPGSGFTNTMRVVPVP
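ATP formation by purified human PK-M2, quantified via coupled luciferase luminescence after 1 h at room temperature with 0.1 mM ADP and 0.5 mM PEP final.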
TSG101-PTAP inh: qHTS Assay for Iinhibitors of HIV-1 Budding by Blocking the Interaction of PTAP/TSG101; Tumor susceptibility gene 101 protein (Homo sapiens), Q99816; Fluorescence polarization, FITC-PTAP peptide / Tsg101 binding; Potency, µM (doses to about 115 µM), for inactives: at the highest dose activity change, negative = inhibition, usual class: inhibitors; 340,000 tested, under 10 active; AID 493005, 2010; active = well fitted inhibition curve with a large enough effect in the main read-out, with a control signal flat, not every such curve was filed as active; inconclusive = small, poorly fitted or top-dose-only effect, or effect the other way, or a change in a side signal; inactive = no such curve, though single readings can be large or run the other way; note: potency is the fitted concentration of half-maximal effect; % of control where 0% means no effect
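Fluorescence anisotropy tracks displacement of a FITC-tagged PTAP peptide (50 nM) from the Tsg101 binding domain (10 uM), following a 20 min room-temperature incubation at pH 7.5.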
B2AR arrestin: qHTS assay of beta-arrestin-biased ligands of beta2-adrenergic receptor. AID 492947, 2010. hit rate 0.02% among 330,000. Potency, µM (doses to about 46.1 µM), for inactives: top-dose activation, usual class: activators. beta-arrestin recruitment to beta2AR, cell-based reporter;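 note: potency is the fitted concentration of half-maximal effect; 0% = DMSO controls and full agonism = EC100 isoproterenol or metaproterenol; nearly all actives have a fitted effect of over 65% in size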
a7 integrin act: qHTS for Activators of Integrin-Mediated Alleviation for Muscular Dystrophy | alpha7betagal myoblasts, beta-gal FDG fluorescence, 48 h | Potency, µM (doses to about 38.3 µM), without a hit: at the highest dose activation, actives largely listed as activators | hit rate 0.064% among 350,000 | AID 624291, 2012;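 note: potency is the fitted concentration of half-maximal effect; 100% = response of the positive control SU9516; nearly all actives have a fitted effect of over 60% in size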
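Alpha7betagal+/- myoblasts (passage 13) were plated 16-24 hr, then exposed to compounds (1:260 dilution of DMSO stock) for 48 hours at 37C. After MPER lysis, β-galactosidase reporter activity was read as FDG fluorescence (ex 480/em 540) after 30 minutes.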
BCR signal inh: qHTS Assay to Find Inhibitors of Chronic Active B-Cell Receptor Signaling | Potency, µM (series often up to 46.1 µM), for the others: at the top dose ratio change, negative = lower green/red ratio, actives largely listed as inhibitors | AID 493014, 2011 | hit rate 0.05% among 340,000 | ABC-DLBCL IkBa-CBG/CBR reporter, luminescence ratio, 4 h; active = well fitted inhibition curve with a large enough effect in the signal ratio, with a control signal flat, not every such curve was filed as active; inconclusive = small, poorly fitted or top-dose-only effect, or effect the other way, or a change in a side signal; the % refers to the signal ratio;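 note: potency is the fitted concentration of half-maximal effect; plate controls were basal doxycycline-induced cells for no effect and cells given 10 µM MG132 for full effect; MG132 reads +100%, hits lower the ratio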
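Concentration-response series (up to 46 uM) were applied to TMD8 dual-reporter cells for 4 h at 37C with doxycycline. Green/red ratio, after filter-overlap correction, defined %Activity; red signal alone was normalised to basal cells and zero luminescence.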
ASM inhibitor: Inhibitors of Secretory Acid Sphingomyelinase (S-ASM): qHTS | Sphingomyelin phosphodiesterase (Homo sapiens), P17405 | placental ASM, HMU-PC fluorogenic substrate, 60 min | Potency, µM (doses to about 57.5 µM), inactives show at the top dose activity change, negative = inhibition, most hits filed as inhibitors | hit rate 0.006% among 340,000 | AID 504937, 2011; note: potency is the fitted concentration of half-maximal effect
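Steps: dispense placental human ASM, pin compound, wait 10 min at room temperature, add HMU-PC0 substrate at 9 uM final, incubate 60 min at 37 °C, add stop solution raising pH to 10, read fluorescence.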
The depositor's hits bear a star; [ ] = another dose, or the depositor's remark. Unless noted, calls come from the whole dose curve; as a rule, active = well fitted curve in the direction sought with a large enough effect; inconclusive = small, poorly fitted or top-dose-only effect, or another doubt; inactive = no such curve, though single readings can be large; an effect the other way counts as inactive or inconclusive.

How did Cc1ccc(C(=O)OCC(=O)N2CCC(C)CC2)cc1S(=O)(=O)N1CCCCC1 do in these assays?
Giardia kill: 3.8; GALK inhibitor: -4.0%; Tb PFK block: -1.3%; PKM2 activator: 5.3%; TSG101-PTAP inh: 1.1%; B2AR arrestin: -0.4%; a7 integrin act: -5.8%; BCR signal inh: -6.5%; ASM inhibitor: -1.5%

How did O=C(COC(=O)CN1C(=O)NC2(CCCC2)C1=O)NCc1ccc(Cl)cc1Cl do in these assays?
Giardia kill: 26.2; Tb PFK block: 1.9%; TSG101-PTAP inh: -2.2%; B2AR arrestin: -0.6%; a7 integrin act: -19.7%; BCR signal inh: 2.6%; ASM inhibitor: -2.3%

What do the screens show for `CC(=O)c1c(C(C)=O)c(C)n(NC(=O)c2ccccc2Cl)c1C`?
Giardia kill: -27.9; GALK inhibitor: -3.6%; Menin MLL FP TR: -2.5%; Tb PFK block: 1.0%; PKM2 activator: 1.2%; TSG101-PTAP inh: -8.7%; B2AR arrestin: -0.7%; a7 integrin act: 2.8%; BCR signal inh: 20.9%; ASM inhibitor: 2.5%

Results for O=C(CCc1nc2ccccc2c(=O)[nH]1)NNC(=O)c1ccc(F)cc1 ?
Giardia kill: 3.1; Tb PFK block: -6.1%; TSG101-PTAP inh: 1.6%; B2AR arrestin: -0.2%; a7 integrin act: 3.9%; BCR signal inh: -6.4%; ASM inhibitor: 2.5%

How did COc1cc(-n2c(=O)c3ccccc3n(CC(=O)c3ccc(F)cc3)c2=O)cc(OC)c1OC do in these assays?
Giardia kill: 7.9; GALK inhibitor: -2.2%; Coupling enz: -2.6; Menin MLL FP TR: 5.6%; Tb PFK block: 2.4%; PKM2 activator: -2.7%; TSG101-PTAP inh: -0.1%; B2AR arrestin: -0.1%; a7 integrin act: 28.8%; BCR signal inh: -3.9%; ASM inhibitor: 2.6%

What do the screens show for `CCN(CC)c1ccc(/C=N/NC(=O)c2ccccn2)cc1`?
Giardia kill: -0.8; GALK inhibitor: -2.1%; Coupling enz: -1.0; Tb PFK block: 2.4%; PKM2 activator: -7.7%; TSG101-PTAP inh: -2.7%; B2AR arrestin: -0.1%; a7 integrin act: 13.9%; BCR signal inh: inconclusive; ASM inhibitor: 16.8%

What do the screens show for `COc1ccc(-c2coc3cc(OC4OC(CO)C(O)C(O)C4O)ccc3c2=O)cc1` (centres undefined)?
Giardia kill: -11.0; GALK inhibitor: -0.1%; Coupling enz: -1.8; Menin MLL FP TR: -6.1%; Tb PFK block: 0.6%; TSG101-PTAP inh: -8.6%; B2AR arrestin: -0.4%; a7 integrin act: 13.3%; BCR signal inh: -10.4%; ASM inhibitor: -1.0%

How did C=CCN(c1cccc(C(F)(F)F)c1)S(=O)(=O)c1cccc(C(=O)OCC(=O)NC(N)=O)c1 do in these assays?
Giardia kill: -18.0; GALK inhibitor: -0.1%; Coupling enz: 3.3; Menin MLL FP TR: 30.4%[activator]; Tb PFK block: 3.0%; PKM2 activator: 3.0%; TSG101-PTAP inh: -2.7%; B2AR arrestin: inconclusive; a7 integrin act: 8.9%; BCR signal inh: 2.8%; ASM inhibitor: -3.3%

How did COCCn1c(=O)[nH]c2cc(C(=O)N3CCN(c4ccc(Cl)cc4)CC3)ccc2c1=O do in these assays?
Giardia kill: 8.3; GALK inhibitor: 3.7%; Coupling enz: 0.2; Menin MLL FP TR: -16.8%; Tb PFK block: 4.5%; PKM2 activator: 6.5%; TSG101-PTAP inh: -4.3%; B2AR arrestin: -0.2%; a7 integrin act: 17.7%; BCR signal inh: -0.8%; ASM inhibitor: -1.8%

What do the screens show for `COc1ccc2cc(CCNC(=O)c3ccc4c(c3)OCO4)c(=O)[nH]c2c1`?
Giardia kill: -3.3; GALK inhibitor: -1.8%; Coupling enz: -1.9; Menin MLL FP TR: 9.3%; Tb PFK block: 1.2%; PKM2 activator: -13.4%; TSG101-PTAP inh: -1.6%; B2AR arrestin: 0.0%; a7 integrin act: 9.4%; BCR signal inh: inconclusive; ASM inhibitor: -1.5%

How did Cc1csc(NC(=O)CSc2nnc(Cn3c(=O)sc4ccccc43)n2-c2ccccc2)n1 do in these assays?
Giardia kill: 22.8; GALK inhibitor: 0.5%; Coupling enz: 0.8; Menin MLL FP TR: -10.4%[11.7 µM]; Tb PFK block: 0.6%; PKM2 activator: 0.9%; TSG101-PTAP inh: 0.0%; B2AR arrestin: 0.4%; a7 integrin act: -4.7%; BCR signal inh: inconclusive; ASM inhibitor: -13.7%

What do the screens show for `CC(NC(=O)c1ccc(OC2CCN(Cc3ccccn3)CC2)cc1)c1nccs1` (centres undefined)?
Giardia kill: 3.3; GALK inhibitor: -6.1%; Tb PFK block: 0.3%; PKM2 activator: -2.7%; TSG101-PTAP inh: -1.2%; B2AR arrestin: -0.3%; a7 integrin act: 9.0%; BCR signal inh: -10.5%; ASM inhibitor: 4.2%

Results for Cc1ccc(C)c2c1cc(C)c1nnc(SCC(=O)Nc3cccc(C(=O)O)c3)n12 ?
Giardia kill: 3.7; GALK inhibitor: -0.2%; Coupling enz: 9.9; Tb PFK block: -19.1%; PKM2 activator: -4.8%; TSG101-PTAP inh: -3.6%; B2AR arrestin: -1.0%; a7 integrin act: -12.4%; BCR signal inh: inconclusive; ASM inhibitor: 1.4%

What do the screens show for `CCc1ccc(S(=O)(=O)Nc2cc3c(cc2N2CCCCC2)n(C)c(=O)c(=O)n3C)cc1`?
Giardia kill: 7.7; GALK inhibitor: -1.1%; Coupling enz: -9.7; Menin MLL FP TR: inconclusive; Tb PFK block: -3.4%; PKM2 activator: -0.1%; TSG101-PTAP inh: -0.9%; B2AR arrestin: 0.3%; a7 integrin act: -22.7%; BCR signal inh: inconclusive; ASM inhibitor: -8.3%

Results for O=S(=O)(NCc1cccs1)c1ccc(Br)s1 ?
GALK inhibitor: inconclusive; Tb PFK block: 2.3%; PKM2 activator: -1.9%; B2AR arrestin: -0.4%; BCR signal inh: 2.0%

Results for CCOC(=O)CC1(C)SC(NC(C)=O)=NN1C(C)=O (centres undefined) ?
Giardia kill: -11.8; GALK inhibitor: -1.7%; Coupling enz: -0.2; Menin MLL FP TR: inconclusive; Tb PFK block: -0.8%; PKM2 activator: 0.3%; TSG101-PTAP inh: -4.3%; B2AR arrestin: -0.3%; a7 integrin act: 12.1%; BCR signal inh: inconclusive; ASM inhibitor: -1.4%

Results for CCc1ccccc1NC(=O)COc1cccc(-n2cnnn2)c1 ?
Giardia kill: -15.1; GALK inhibitor: 0.9%; Coupling enz: -2.8; Tb PFK block: -5.3%; TSG101-PTAP inh: -2.7%; B2AR arrestin: -0.1%; a7 integrin act: -9.8%; BCR signal inh: inconclusive; ASM inhibitor: -0.9%

Results for N#CC1=C(N)NC(SCC(=O)Nc2ccc(Br)cc2)=C(C#N)C12CCCCC2 ?
Giardia kill: -3.7; GALK inhibitor: 2.7%; Coupling enz: -0.3; Menin MLL FP TR: inconclusive; Tb PFK block: -4.0%; PKM2 activator: -2.0%; TSG101-PTAP inh: -12.2%; B2AR arrestin: 0.1%; a7 integrin act: -58.2%[inhibitor]; BCR signal inh: inconclusive; ASM inhibitor: inconclusive

How did CCSC1=NCCN1C(=O)Cc1ccc(-c2ccccc2)cc1 do in these assays?
Giardia kill: -19.6; GALK inhibitor: 7.4%; Coupling enz: 3.0; Menin MLL FP TR: 4.0%; Tb PFK block: 7.2%; PKM2 activator: -2.1%; TSG101-PTAP inh: -0.9%; B2AR arrestin: 0.4%; a7 integrin act: 6.2%; BCR signal inh: -15.7%; ASM inhibitor: -1.6%

How did O=C(NCc1ccco1)c1cc2c(s1)CSC2 do in these assays?
Giardia kill: 10.5; GALK inhibitor: -4.8%; Coupling enz: -3.7; Menin MLL FP TR: 21.0%; Tb PFK block: inconclusive; PKM2 activator: 21.4%; TSG101-PTAP inh: -6.2%; B2AR arrestin: 0.1%; a7 integrin act: -24.5%; BCR signal inh: -14.9%; ASM inhibitor: -15.4%

Bioassay records from PubChem.

This is a subset; count on the stated rates, not on these rows.
